HCV inh: HCV inhibition; Huh7.5.1 HCVcc-Cre infection, luciferase reporter, 44 h; Potency, µM (highest dose often 41.8 µM), for the others: top-dose activity change, negative = inhibition, usual class: inhibitors; 340,000 tested, 3.4% active; AID 651820; also: potency is read from the fitted curve at half-maximal effect
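Cells seeded at 1,000/well and cultured 4 h, then compounds added followed by HCVcc-Cre virus (~0.5 moi). After 44 h further culture, luciferase substrate was added, plates held 15 min at room temperature, and luminescence read for 15 sec.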
FBPA Giardia inh: inhibitors of Giardia lamblia fructose-1,6-bisphosphate aldolase | A8B2U2 | Potency, µM (titrated, usually from 59.6 µM), for the others: at the highest dose activity, negative = inhibition, hits mostly inhibitors | purified Giardia FBPA | 290,000 tested, 0.71% active; also: potency is read from the fitted curve at half-maximal effect; nearly all actives have a fitted effect of over 55% in size
Target sequence (A8B2U2 whole entry, looked up): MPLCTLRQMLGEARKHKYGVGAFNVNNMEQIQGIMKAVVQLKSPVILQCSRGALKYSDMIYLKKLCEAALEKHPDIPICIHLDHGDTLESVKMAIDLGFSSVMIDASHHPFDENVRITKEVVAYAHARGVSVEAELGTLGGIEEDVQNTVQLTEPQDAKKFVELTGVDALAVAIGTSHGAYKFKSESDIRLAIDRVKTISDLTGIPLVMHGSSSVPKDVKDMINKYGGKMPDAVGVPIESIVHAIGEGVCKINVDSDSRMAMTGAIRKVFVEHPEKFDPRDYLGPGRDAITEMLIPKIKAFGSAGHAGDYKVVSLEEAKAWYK
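40 nM FBPA preincubated 10 min at RT with compound (up to 57.5 uM final), then substrate plus GAPDH/TPI/NAD/arsenate coupling and diaphorase/resazurin added. Fluorescence read after 20 min at RT, 525/598 nm.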
HCMV antiviral: blocks human cytomegalovirus replication; activity change, negative = inhibition, % at 57.5 µM; AID 1259415; 410,000 tested, 4.5% active; HFF cells, HCMV-luciferase reporter, 72 h; stronger effect = lower value; in the data active = activity change below about -60%; inconclusive = no clear call, values can overlap the other calls; inactive = above about -39%
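Cell-based, HFFs, 1000 cells/well, 16 h 37C; cpds in DMSO + HCMV-luc, MOI 1 PFU/cell; 72 h 37C; OneGlo luminescence after 5 min RT; norm. to buffer vs Salinomycin 10uM.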
AmpC detergent: AmpC beta-lactamase inhibition with detergent present | P00811 | AmpC hydrolysis of nitrocefin, absorbance 480 nm, 0.01% Triton | Potency, µM (top dose mostly 114 µM), inactives show at the highest dose activity change, negative = inhibition, most hits filed as inhibitors | 370,000 tested, 0.041% active;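 also: potency is read from the fitted curve at half-maximal effect; 0% = no-compound wells and -100% = no-enzyme wells; nearly all actives have a fitted effect of over 25% in size; some results filed as inactive show a strong effect at the top dose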
Target sequence (P00811 whole entry, looked up): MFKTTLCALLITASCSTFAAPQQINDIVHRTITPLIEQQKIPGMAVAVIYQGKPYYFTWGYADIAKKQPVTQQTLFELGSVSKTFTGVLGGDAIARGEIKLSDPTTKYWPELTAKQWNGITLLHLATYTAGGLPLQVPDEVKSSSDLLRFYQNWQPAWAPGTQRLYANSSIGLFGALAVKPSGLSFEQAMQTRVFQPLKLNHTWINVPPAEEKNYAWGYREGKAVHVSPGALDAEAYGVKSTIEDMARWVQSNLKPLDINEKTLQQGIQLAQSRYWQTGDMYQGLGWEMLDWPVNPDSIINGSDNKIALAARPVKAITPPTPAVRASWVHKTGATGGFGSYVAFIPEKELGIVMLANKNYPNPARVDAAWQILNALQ
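20 mM phosphate pH 7.0 + 0.01% (detergent screen) or 0.0001% Triton X-100; 5.3 nM AmpC reagent; cpd preinc 15 min RT; nitrocefin (800 uM stock) to start; A480 q20 s × 4 min; Activity was normalised to no-enzyme and no-compound control wells.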
AMA1-RON2 inh: inhibitors of Plasmodium falciparum AMA1-RON2 interaction; AlphaScreen AMA1-biotinylated RON2 peptide binding; Potency, µM (titrated, usually from 58.2 µM), for the others: at the top dose activity change, negative = inhibition, actives largely listed as inhibitors; 360,000 tested, 0.2% active;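 also: potency is read from the fitted curve at half-maximal effect; 0% = vehicle wells and -100% = peptide control; nearly all actives have a fitted effect of over 45% in size; some results filed as inactive show a strong effect at the top dose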
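AMA1 (3D7) with his tag at 25 nM final met compounds first, then biotinylated RON2 peptide at 25 nM; detection used donor plus acceptor beads, 10 µg/mL apiece, read by AlphaScreen after 30 min at room temperature.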
Sm TGR block: inhibitors of Schistosoma mansoni thioredoxin glutathione reductase; Q962Y6; purified TGR, DTNB reduction, TNB absorbance 405 nm; Potency, µM (highest dose often 114 µM), for inactives: at the highest dose activity change, negative = inhibition, actives largely listed as inhibitors; 360,000 tested, 3% active; also: potency is read from the fitted curve at half-maximal effect; nearly all actives have a fitted effect of over 60% in size
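Kinetic colorimetric format: TGR-catalysed, NADPH-driven DTNB reduction monitored via TNB absorbance. Enzyme dispensed at 20 nM; compound exposure 15 min at room temperature before reaction start.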
* hit, by the source's call; ? = inconclusive; / = no result given; & = joins results of further samples; [ ] = remark or other dose. Unless noted, calls follow the shape of the dose curve; as a rule, active = well fitted curve in the direction sought with a large enough effect; inconclusive = small, poorly fitted or top-dose-only effect, or another doubt; inactive = no such curve, though single readings can be large; an effect the other way counts as inactive or inconclusive. Unless noted, % is scaled to controls: 0 for no effect and ±100 for the full control effect. This is a random part of the collection; 9.3% or so of the library scored in one or more.

smiles,HCV inh,FBPA Giardia inh,HCMV antiviral,AmpC detergent,AMA1-RON2 inh,Sm TGR block
Cc1ccc(S(=O)(=O)N(CC(=O)O)Cc2ccco2)cc1,14%,5%,-31,-3%,-1%,?
COc1ccc(C(CNC(=O)CN2C(=O)NC(C)(c3ccc4ccccc4c3)C2=O)N2CCCC2)cc1 (configuration not stated),?,/,-15,/,-6%,/
C/C(=N\O)c1ccco1,3%,/,?,4%,-6%,-3%
COc1ccc(OC(C)C(=O)N(C)Cc2nc(-c3ccc(OC)cc3)no2)cc1 (configuration not stated),?,2%,-65*,-13%,-4%,3%
CC(=O)Nc1ccc(S(=O)(=O)NCCS(=O)(=O)N2CCN(c3ccccc3)CC2)cc1,?,9%,?,-5%,-8%,-10%
CCN(CC(=O)NCc1ccc(Cl)cc1)C(=O)c1sccc1C,2%,/,94,/,-7%,/
CCN(Cc1nc(-c2ccc(OC)cc2)no1)C(=O)c1ccc2c(c1)OCO2,-10%,1%,31,-9%,-9%,-2%
COc1ccccc1C(=O)NCC(=O)N/N=C/c1ccc([N+](=O)[O-])cc1,11%,5%,?,-2%,13%,-5%
O=C(CSc1nnc(-c2ccccn2)n1Cc1ccccc1)NC1CCCC1,-1%,7%,44,4%,0%,20%
CN1C(=O)C(O)(CC(=O)/C=C/C=C/c2ccccc2)c2ccccc21 (configuration not stated),-21%,17%,37,-2%,-16%,-14%
Cc1ccc(NC(=O)C2CCCN2S(=O)(=O)c2cccc3cccnc23)cc1F (configuration not stated),-11%&-13%,5%,-12,4%,8%,-4%
CC(C)CNC(=O)CSc1nc2scc(-c3ccccc3)c2c(=O)[nH]1,9%,11%,6,-1%,17%,-7%
NC(=O)c1ccccc1NC(=O)c1ccccc1Cl,15%,7%,-34,0%,-8%,-2%
CCN(CC)CCC(c1cc(OC)c(OC)c(OC)c1)c1c(O)cc(OC)cc1OC (configuration not stated),5%,-16%&-22%,-5,-4%,3%,?
COc1cccc(C(C(=O)NC2CCCCC2)N(CC2CCCO2)C(=O)CNC(=O)c2ccco2)c1 (configuration not stated),-4%,0%,9,-1%,-27%,-6%
CCCCC(=O)NN(C)c1nc(-c2ccccc2)nnc1C(F)(F)F,-25%,-1%,?,-2%,9%,2%

3 structures out of the list, sorted by length of the SMILES, ascending:
smiles,HCV inh,FBPA Giardia inh,HCMV antiviral,AmpC detergent,AMA1-RON2 inh,Sm TGR block
NC(=O)c1ccccc1NC(=O)c1ccccc1Cl,15%,7%,-34,0%,-8%,-2%
CCN(CC)CCC(c1cc(OC)c(OC)c(OC)c1)c1c(O)cc(OC)cc1OC (configuration not stated),5%,-16%&-22%,-5,-4%,3%,?
COc1cccc(C(C(=O)NC2CCCCC2)N(CC2CCCO2)C(=O)CNC(=O)c2ccco2)c1 (configuration not stated),-4%,0%,9,-1%,-27%,-6%

(listing goes on)
smiles,HCV inh,FBPA Giardia inh,HCMV antiviral,AmpC detergent,AMA1-RON2 inh,Sm TGR block
CCOC(=O)COc1nc(-c2ccc(Cl)cc2)cc(-c2ccco2)c1C#N,-25%,-7%,-22,2%,12%,3%
CC(C)c1nnc(NC(=O)CCC(=O)NCc2ccco2)s1,12%,-11%,-10,-3%,-4%,0%
Cc1ccc(/C=C/C(=O)O)cc1S(=O)(=O)N1CCc2ccccc21,16%,-2%,12,-1%,-8%,?
COC(C(=O)N/N=C(\C)c1ccc(C)cc1)c1ccccc1 (configuration not stated),-4%,10%,10,-2%,-3%,1%
CC(C)Oc1ccc(CNC(=O)c2ccc(CS(=O)Cc3ccccc3Cl)o2)cc1 (configuration not stated),/,/,-16,4%,/,45µM*
S=C(Nc1ccccc1Cl)N1CCN(c2ccccn2)CC1,-1%,-5%,-39,-10%,2%,-2%
Cc1cccc(NC(=O)CN(c2ccc(F)cc2)S(C)(=O)=O)c1,0%,-1%,23,-2%,7%,11%
CC(=O)c1c(C)[nH]c(C(=O)OCC(=O)Nc2cc(C)on2)c1C,?,-3%,50,5%,-14%,8%

In a second layout: two of the compounds above.
Results follow in this order: HCV inh	FBPA Giardia inh	HCMV antiviral	AmpC detergent	AMA1-RON2 inh	Sm TGR block
COC(C(=O)N/N=C(\C)c1ccc(C)cc1)c1ccccc1 (configuration not stated)
 : -4%	10%	10	-2%	-3%	1%
CC(C)Oc1ccc(CNC(=O)c2ccc(CS(=O)Cc3ccccc3Cl)o2)cc1 (configuration not stated)
 : /	/	-16	4%	/	45µM*

Following part
smiles,HCV inh,FBPA Giardia inh,HCMV antiviral,AmpC detergent,AMA1-RON2 inh,Sm TGR block
Cc1cccc(NS(=O)(=O)c2ccc(C)c(C(=O)NCc3cccnc3)c2)c1,3%,/,-3,/,22%,/
CS(=O)(=O)N1CCc2cc(C(=O)N3CCCC3)ccc21,16%,4%,20,?,9%,0%
NC(=O)c1ncn([C@@H]2O[C@H](CO)[C@@H](O)[C@H]2O)n1,-24%,4%&-4%,103,-3%,-5%,-21%
COc1ccc(C(=O)Nc2ccccc2-c2nnn(CC(=O)N3CCOCC3)n2)cc1,?,0%,?,6%,1%,0%
CC(=O)c1ccc(NC(=O)CSc2nnc3c(n2)[nH]c2ccccc23)cc1,/,/,-4,25%,/,2%
COc1ccccc1S(=O)(=O)Nc1ccc(-c2nnc3n2CCCCC3)cc1,7%,/,-15,-10%,-3%,-3%
CCOc1ccc(CNC(=O)Cn2c(=O)c3cccn3c3ccc(F)cc32)cc1OC,/,/,38,-2%,/,-5%
Cc1ccc(-c2csc(NC(=O)c3ccno3)n2)cc1,1%,-19%,57,?,9%,-14%
O=C(NCC1CCCO1)C1CC(=O)N(c2ccc(Cl)cc2)C1 (configuration not stated),-11%,7%,21,1%,13%,4%
Cc1ccc(Cn2ccn(CC(=O)Nc3ccccc3C(F)(F)F)c(=O)c2=O)cc1,/,/,-26,17%,/,13%
COC(=O)N/N=C1\CCCc2ccccc21,8%,-2%,32,-7%,3%,2%
OCC1(CO)COC(CCc2ccccc2)=N1,11%,2%,-14,-16%,0%,-13%
Cc1ccc(C)c(NC(=O)CN(C)C(C)C(=O)N2CCCC2)c1 (configuration not stated),15%,/,-6,/,7%,/
CCc1nn(CC(=O)NCCCc2ccccc2)c(=O)c2cc3ccccc3n12,/,/,2,-5%,/,0%
CC(C)(C)C(=O)Nc1ccccc1C(=O)OCC(=O)c1ccc2c(c1)OCCO2,?,-3%,-37,-5%,-5%,-2%
O=C(Cn1c(-c2ccccn2)nc2ccccc21)NCCN1CCOCC1,2%,0%,33,-9%,63%[activator],-25%
Clc1cccc(C2CCN(Cc3nc(CC4CC4)no3)C2)c1 (configuration not stated),4%,1%,0,-13%,?,/
Oc1c(Cl)cc(Cl)cc1C=Nc1ccc(Br)cc1,6%,-10%,51,-14%,44%[activator],-25%
Cc1cc(NC(=O)C(C)SCC(=O)OCc2ccc([N+](=O)[O-])cc2)no1 (configuration not stated),35%[activator],/,-10,?,13%,-5%
O=C(NNC(=O)c1cccs1)c1ccc(Br)o1,-10%,2%,15,-1%,-18%,0%
O=C(CCc1ccccc1)Nc1ccnn1C1CCN(Cc2ncc[nH]2)CC1,7%,/,9,2%,67%[activator],-15%
Cc1c(C(=O)Nc2nccs2)sc2nc(-c3cccs3)cc(C(F)(F)F)c12,11µM*,/,?,-1%,41%[activator],12%
CCOc1ccc2nc(-c3cc(NC(C)=O)ccc3O)sc2c1,2%,0%,-8,0%,2%,6%
Cc1cc([N+](=O)[O-])nn1CC(=O)Nc1nc2ccccc2s1,1%,8%,35,0%,-10%,-1%
Cc1ccc(C)c(CN2CCC(CNC(=O)Nc3ccc(Cl)cc3)CC2)c1,-6%,6%,-23,-4%,2%,0%
O=C(Cn1ccc2ccccc2c1=O)NCCC(=O)Nc1ccc2c(c1)OCCO2,12%,-1%,-39,?,12%,-27%
CCn1cc([N+](=O)[O-])c(C(=O)N2N=C(c3cccc4ccccc34)CC2c2ccccc2O)n1 (configuration not stated),11µM*,-2%,33,-1%,-7%,1%
O=C(CCN1C(=O)c2ccccc2S1(=O)=O)Nc1ccc(F)cc1F,/,4%,-37,-3%,10%,1%
Cc1ccc(OCCOC(=O)c2cc(S(=O)(=O)N3CCCCC3)ccc2N2CCOCC2)cc1,?,/,-40,?,4%[11.6 µM],-5%
COc1cc(-n2c(=O)c3ccccc3n(Cc3cccc(Cl)c3)c2=O)cc(OC)c1OC,/,/,-5,-1%,/,-6%
CCc1sc(N)nc1-c1ccccc1,-8%,-2%,-18,?,-2%,-1%
COc1ccc(/C=C(\C#N)C(=O)N2CCOCC2)cc1Br,25%,5%,-39,-13%,-3%,4%
CC(C)C(=O)Nc1nc2c(c(=O)[nH]1)CCCC2,13%,-1%,-31,-6%,2%,-4%
CN1CCN(C(=O)C2CCN(c3ncc(C(F)(F)F)cc3Cl)CC2)CC1,?,2%,?,-4%,5%,1%
COc1cc(/C=N/O)cc(Br)c1OCc1cccc(Cl)c1,?,-2%,43,-6%,?,0%
CC(C(=O)NCc1ccccc1)N(CCN1CCOCC1)C(=O)c1snc(C(N)=O)c1N (configuration not stated),/,0%,/,?,/,1%
O=C(c1cc(C2CC2)nn1-c1ccccc1)N1CCN(Cc2c(F)cccc2Cl)CC1,?,/,-1,1%,-17%,-12%
Cc1cc(C(=O)CSc2nnc(-c3ccco3)o2)c(C)n1Cc1ccco1,?,-10%,-34,?,-18%,?
COc1ccc2cc(C#N)c(Cl)nc2c1,-9%,2%,35,0%,-7%,3%
CCCn1c(=O)c(C(=O)NCCc2ccc(Cl)cc2)c(O)c2ccccc21,?,0%,-10,0%,0%,0%
COc1ccc(S(=O)(=O)NCc2cccnc2)cc1NC(=O)c1ccc(C)cc1,-7%[8.37 µM],/,7,-14%,5%,-24%
COc1ccc(CCC(=O)NCCS(=O)(=O)N2CCN(c3ccccc3)CC2)cc1,2%,/,-18,-12%,-8%,-8%
O=C(CO/N=C/c1cccc([N+](=O)[O-])c1)NC1CCCCCC1,-6%,1%,11,?,-7%,-22%
Cc1nc2nc(SCc3ccc([N+](=O)[O-])cc3)[nH]c2cc1Br,-15%,0%,17,2%,18%,9%
NC(=O)C1(C(N)=O)OC1c1ccccc1 (configuration not stated),9%,5%,-23,3%,2%,-13%
O=C(N/N=C/c1ccc(O)cc1)/C(=C/c1ccccc1)CCO,1%,1%,11,1%,12%,-11%
CC(C)C(NS(=O)(=O)c1cccs1)C(=O)N(C)Cc1ccccc1 (configuration not stated),9%,-2%,12,2%,-5%,-2%
Cc1cc(C)nc(Nc2ccccc2Br)n1,-4%,-6%,-17,-11%,10%,8%
Cc1ccc(N(C)S(=O)(=O)c2ccc3c(c2)CC(C)N3C(=O)C2CC2)cc1 (configuration not stated),-21%,2%,-26,-5%,-3%,4%
CC(=O)Nc1ccc(S(=O)(=O)Nc2ccc(F)c([N+](=O)[O-])c2)cc1,12%,1%,-35,2%,-15%,0%
O=C(c1ccc(Br)cc1)N1CCN(c2ncccn2)CC1,5%,/,-7,/,-3%,/

Source: PubChem (National Center for Advancing Translational Sciences (NCATS))
